Source: PubChem BioAssay
HT1080NT lethal – kills 2HG-producing HT-1080-NT fibrosarcoma cells; HT-1080-NT fibrosarcoma viability, CellTiter-Glo ATP luminescence, 48 h; Potency, µM (top dose mostly 46.1 µM), for inactives: top-dose activity, negative = less viability, actives largely listed as cytotoxic; 360,000 tested, 1.6% active; AID 686970;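 note: NT is the 2HG producing partner of a matched IDH1 knockdown line; potency is the fitted concentration of half-maximal effect; 0% = DMSO-treated cells and -100% = media-only wells without cells; nearly all actives have a fitted effect of over 55% in size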
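Viability of the 2HG-overproducing fibrosarcoma line after 48 hours of compound exposure at 37 degrees C was determined by luminescence with CellTiter-Glo, and concentration-effect curves were then fitted and categorized.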
SW480 rereplic – DNA re-replication induction in SW480 cells | 340,000 tested, 1.8% active | Potency, µM (doses to about 46.1 µM), for the others: top-dose re-replication activation, usual class: activators | SW480 DNA re-replication, Hoechst DNA content imaging, 48 h | AID 624297; note: potency is the fitted concentration of half-maximal effect; % of control where 0% means no effect; nearly all actives have a fitted effect of over 55% in size
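Readout is total intensity of Hoechst-stained nuclei, excited at 405 nm and collected at 500-530 nm. Compound treatment lasted 48 hr at 37 C in 5% CO2 before staining.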
MCF10A rerep – DNA re-replication induction in MCF 10a cells | AID 624296 | Potency, µM (doses to about 46.1 µM), inactives show at the top dose activity, positive = re-replication, hits mostly activators | 350,000 tested, 2.9% active | MCF 10A DNA re-replication, Hoechst nuclear intensity, 48 h; note: potency is the fitted concentration of half-maximal effect; % of control where 0% means no effect; nearly all actives have a fitted effect of over 50% in size
KB-3-1 cytotox – KB-3-1 parental cell cytotoxicity | KB-3-1 viability, CellTiter-Glo ATP luminescence, 72 h | 400,000 tested, 1.4% active | Potency, µM (highest dose often 46.1 µM), for the others: top-dose activity change, negative = cytotoxic, hits mostly cytotoxic; note: potency is the fitted concentration of half-maximal effect; % is set by controls: 0 for no effect and ±100 for the full control effect; nearly all actives have a fitted effect of over 60% in size
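Using CellTiter-Glo luminescence, growth of non-resistant KB-3-1 adenocarcinoma cells is assessed 72 h after pin-tool compound addition at 37 °C. Normalized responses across the concentration series yield fitted curves.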
ATXN2 expr inh – reduces ATXN2 reporter expression in HEK-293 cells | Potency, µM (doses to about 57 µM), without a hit: top-dose activity change, negative = inhibition, hits mostly inhibitors | 360,000 tested, 0.72% active | AID 1745845 | HEK-293 ATXN2-luciferase reporter, luminescence, 24 h; note: potency is the fitted concentration of half-maximal effect; % is set by controls: 0 for no effect and ±100 for the full control effect; nearly all actives have a fitted effect of over 55% in size
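qHTS (up to 57 uM final) was run with 24 h compound exposure of reporter cells at 37 °C. Each well was multiplexed: SteadyGlo luminescence measured ATXN2-luciferase expression after a fluorogenic Gly-Phe-AFC viability readout (25 uM final).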
HepG2 tox – HepG2 cytotoxicity, counter-screen for TGF-b inhibitors; Potency, µM (series often up to 46.1 µM), for the others: at the top dose activity change, negative = cytotoxicity, usual class: cytotoxic; HepG2 CAGA-GFP viability, ATP luminescence, 18 h; 410,000 tested, 0.76% active; note: potency is the fitted concentration of half-maximal effect; some results filed as inactive show a strong effect at the top dose
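CellTiter-Glo luminescence gave cytotoxicity after 18 hours at 37 degrees C. The cells were HepG2 CAGA-GFP in 1% FBS DMEM, stimulated with 500 pg/mL TGF-beta after compound addition. %Activity was normalised to no-cell wells (complete cell-killing) and DMSO (no toxicity), and curves were fitted and classified.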
IL-1B inflam inh – inhibitors of inflammasome signaling (IL-1 beta secretion); THP-1 LPS/ATP IL-1B secretion, AlphaLISA, 16 h; active compounds read low; activity change, % at 57.5 µM; 360,000 tested, 4.7% active; AID 743279; in the data active = activity change below about -50%; inconclusive = mostly about -30% to -49%; note: % is set by controls: 0 for no effect and ±100 for the full control effect
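Secreted IL-1B measured by AlphaLISA bead assay after 16 h compound exposure of THP-1 cells; compounds (final up to 57.5 uM) added 1 h before LPS (250 ng/mL) and ATP (1.25 mM) stimulation; lower signal means less secretion.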
S2 tox – reduces viability in counter-screen for ATXN expression inhibitors; Potency, µM (titrated, usually from 56.7 µM), most hits filed as cytotoxic; 400,000 tested, 0.49% active; S2 cells (HEK-293 line with an ATXN2-luciferase reporter) viability, CellTiter-Fluor protease fluorescence, 24 h; note: potency is the fitted concentration of half-maximal effect; nearly all actives have a fitted effect of over 40% in size
HT1080 IDH1KD tx – kills HT-1080 cells with IDH1 knockdown; HT-1080 IDH1 knockdown viability, ATP luminescence, 48 h; Potency, µM (doses to about 46.1 µM), for inactives: top-dose activity, negative = toxicity, actives largely listed as cytotoxic; 360,000 tested, 2% active; AID 686971;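 note: potency is the fitted concentration of half-maximal effect; 0% = DMSO wells and -100% = cell-free medium wells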
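Assay cells: HT-1080 with IDH1 knockdown, 750 per well, RPMI/5% FBS. Exposure: 48 h at 37 °C following 2 h pre-incubation. Read: CellTiter-Glo luminescence; fitted concentration-response, curve class assigned.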
Active calls of the source: *; i = inactive; ? = inconclusive; . = not tested or not shown; [ ] = another dose, or the depositor's remark. Unless noted, calls come from the whole dose curve; as a rule, active = well fitted curve in the direction sought with a large enough effect; inconclusive = small, poorly fitted or top-dose-only effect, or another doubt; inactive = no such curve, though single readings can be large; an effect the other way counts as inactive or inconclusive. Hits appear at their usual frequency. About 8.9% of those tested had a hit in this group.

entry	canonical_smiles	HT1080NT lethal	SW480 rereplic	MCF10A rerep	KB-3-1 cytotox	ATXN2 expr inh
1	CCCC(=O)OC[C@@H](OC(=O)CCC)[C@@H](OC(=O)CCC)[C@H](Cn1c2nc(=O)[nH]c(=O)c-2nc2cc(C)c(C)cc21)OC(=O)CCC	.	?	-9%	.	-12%
2	COc1cccc(C(=O)NC2CC(C)(C)Cc3c2cnn3-c2cccc(F)c2)c1OC (configuration not stated)	-14%	-5%	?	-12%	-16%
3	CC(C)CC(c1nnnn1C1CCCCC1)N1CCN(c2ncccn2)CC1 (configuration not stated)	3%	8%	9%	12%	-8%
4	Oc1ccc(-c2csc(-c3cccnc3)n2)cc1O	?	?	-16%	?	-20%
5	C[C@H](CO)N1C[C@H](C)[C@@H](CN(C)C(=O)c2ccc(N3CCN(C)CC3)cc2)OCc2cnnn2CCCC1=O	17%	.	.	0%	7%
6	COc1ccc(-c2nc(NC(=O)Cn3ccc(C(F)(F)F)n3)sc2C)cc1	?	-4%	?	0%	-21%
7	Cc1cccc(C)c1-n1nnnc1-c1cnccc1C(F)(F)F	-3%	-3%	5%	-4%	-8%
8	COc1ccc(C(=O)Nc2cc(C)c3c(=O)oc4ccccc4c3n2)cc1	17%	-15%	?	1%	0%

entry	HepG2 tox	IL-1B inflam inh	S2 tox	HT1080 IDH1KD tx
1	.	.	?	.
2	0%	i	i	-17%
3	-2%	-7	i	-7%
4	-33%	-78*	i	-22%
5	-27%	-19	i	17%
6	-10%	-1	i	?
7	-35%	11	i	-11%
8	0%	-9	i	8%

The listing continues.
entry	canonical_smiles	HT1080NT lethal	SW480 rereplic	MCF10A rerep	KB-3-1 cytotox	ATXN2 expr inh
9	O=[N+]([O-])c1ccccc1S(=O)(=O)Nc1cccnc1	23%	2%	-3%	1%	-16%
10	Cc1cccc(OCCC(=O)NNC(=O)Cn2nc(C)cc2C)c1	7%	-3%	-7%	3%	0%
11	CCOC(=O)c1c(N)sc(C(N)=O)c1C	-1%	-16%	1%	3%	1%
12	O=C(/C=C/c1cc(Br)ccc1O)c1ccco1	9.2µM*	?	?	?	?
13	CCCS(=O)(=O)c1nc(S(=O)(=O)c2ccc(C)cc2)c(NCC(C)C)s1	.	.	.	-8%	-9%
14	CN(CC(=O)N1CC=C(c2ccccc2)CC1)S(=O)(=O)c1cnc[nH]1	14%	-7%[9.22 µM]	3%	19%	4%
15	Cc1cccc(-n2nc(CC#N)c(C#N)c2N)c1	-8%	0%	-1%	-2%	.
16	Cc1ccccc1Cn1nc(C)c(NC(=O)c2cc(-c3ccc(F)cc3)on2)c1C	.	.	.	8%	-1%

entry	HepG2 tox	IL-1B inflam inh	S2 tox	HT1080 IDH1KD tx
9	-2%	14	i	26%
10	8%	12	i	16%
11	-8%	2	i	0%
12	11µM*	-71*	.	9.2µM*
13	13%	.	i	.
14	14%	4	i	7%
15	0%	?	i	1%
16	-9%	.	i	.

Following part:
entry	canonical_smiles	HT1080NT lethal	SW480 rereplic	MCF10A rerep	KB-3-1 cytotox	ATXN2 expr inh
17	Nc1nonc1-n1nnc(C(=O)N/N=C/c2ccc(Br)cc2)c1CSC1=NCCS1	-11%	?	?	?	-1%
18	Cc1ccc(N2C(=O)C3C(C2=O)N2CCCN2C3c2ccccc2)cc1C (configuration not stated)	7%	-12%	-2%	1%	-29%
19	Cc1cccc(CCNC(=O)CCc2c(C)nc3c(c(C)nn3-c3ccccc3)c2C)c1	.	.	.	-6%	-3%
20	Cn1c(=O)c2c(nc(SCc3ccc(F)cc3)n2C)n(C)c1=O	16%	-2%	-4%	-1%	-4%
21	CCCC(=O)OCC(=O)Nc1ccccc1C#N	2%	-16%	-4%	-2%	-11%
22	C=CCN1C(=O)/C(=C/c2ccc(OC(C)=O)c(OCC)c2[N+](=O)[O-])SC1=S	9.2µM*	23%	3.7µM*	?	?
23	COc1ccc(NC(=O)CSc2oc(-c3cccs3)nc2S(=O)(=O)c2ccccc2)c(OC)c1	.	.	.	20%	-14%
24	O=C(O)c1occc1CSc1ccccc1	-3%	-49%[inhibitor]	-22%	15%	1%

entry	HepG2 tox	IL-1B inflam inh	S2 tox	HT1080 IDH1KD tx
17	3%	-102*	?	?
18	3%	0	?	4%
19	1%	.	i	.
20	-3%	50	i	5%
21	1%	40	i	4%
22	-54%	-76*	.	21µM*
23	8%	.	i	.
24	-10%	-6	i	20%

The listing continues:
entry	canonical_smiles	HT1080NT lethal	SW480 rereplic	MCF10A rerep	KB-3-1 cytotox	ATXN2 expr inh
25	CCNc1ccc(Br)cc(C(=O)/C=C/c2ccc3c(c2)OCO3)c1=O	-4%	?	18µM*	-11%	-8%
26	CN(Cc1ccco1)C(=O)CCc1nc2sc3c(c2c(=O)[nH]1)CCCC3	-15%	?	?	-18%	?
27	CS(=O)(=O)NCCCCCCNS(C)(=O)=O	17%	-2%	1%	-1%	-3%
28	N#CCCCCN1CCCC1	18%	0%	-1%	4%	.
29	O=C(OCc1ccccc1Cl)c1ccc(-c2nnn(Cc3ccccc3)n2)cc1	.	.	.	-1%	-3%
30	O=C(COC(=O)Cc1ccc(Br)cc1)NC12CC3CC(CC(C3)C1)C2	5%	1%	-3%	14%	-2%
31	COc1ccc(OCCC(=O)OCC(=O)Nc2cccc(Br)c2)cc1	30%	-8%	0%	20%	-12%
32	CCNC(=O)C1(C)CCCN(Cc2noc(-c3c(C)noc3C)n2)C1 (configuration not stated)	20%	.	.	0%	12%

entry	HepG2 tox	IL-1B inflam inh	S2 tox	HT1080 IDH1KD tx
25	-8%	-12	i	-5%
26	-5%	56	i	-18%
27	-7%	-2	?	19%
28	-3%	4	i	14%
29	1%	.	i	.
30	8%	19	i	5%
31	-7%	-15	i	-1%
32	-4%	32	i	17%

Arranged by value in IL-1B inflam inh (smallest number first): some entries from above.
No.	SMILES	IL-1B inflam inh
31	COc1ccc(OCCC(=O)OCC(=O)Nc2cccc(Br)c2)cc1	-15
25	CCNc1ccc(Br)cc(C(=O)/C=C/c2ccc3c(c2)OCO3)c1=O	-12
27	CS(=O)(=O)NCCCCCCNS(C)(=O)=O	-2
28	N#CCCCCN1CCCC1	4

(continued)
entry	canonical_smiles	HT1080NT lethal	SW480 rereplic	MCF10A rerep	KB-3-1 cytotox	ATXN2 expr inh
33	Cc1cc(NS(=O)(=O)c2ccc(NC(=O)CSc3nc4ncccc4[nH]3)cc2)nc(C)n1	-1%	1%	-7%	13%	-17%
34	CC1CCN(c2nc3ccc(C(=O)NCCCN4CCCCC4)cc3s2)CC1	?	18%	19%	9%	9%
35	CCCC/C(C)=N/NC(=O)c1cn(-c2ccccc2)nc1-c1ccccc1	?	?	-9%	?	?
36	COc1cc(CNc2ccc(NC(C)=O)cc2)ccc1OCc1ccccc1C	23%	-5%	-3%	2%	.
37	Cc1ccc(-n2nnnc2SCC(=O)N2c3ccccc3NC(=O)C2(C)C)cc1	-13%	1%	16%	-9%	-8%
38	COc1ccc(CNS(=O)(=O)c2ccc(-n3cccn3)cc2)cc1	0%	11%	12%	-5%	4%
39	Cc1ccc(C)c(N2CCN(C(=O)c3cc4cc5ccc(C)cc5nc4s3)CC2)c1	.	.	.	8%	2%
40	COc1cc(NC(=O)Cn2cnc(S(=O)(=O)N3CCc4ccccc43)c2)cc(OC)c1OC	11%	0%	-22%	-19%	-2%

entry	HepG2 tox	IL-1B inflam inh	S2 tox	HT1080 IDH1KD tx
33	-16%	-15	i	6%
34	-41%	-20	?	?
35	-13%	50	i	?
36	13%	?	i	-3%
37	-25%	-9	i	-26%
38	-2%	0	i	-15%
39	1%	.	i	.
40	-4%	23	i	2%

More records follow.
entry	canonical_smiles	HT1080NT lethal	SW480 rereplic	MCF10A rerep	KB-3-1 cytotox	ATXN2 expr inh
41	CCCc1[nH]c(=O)c(C#N)c2c1COC(C)(C)C2	5%	-4%	2%	20%	0%
42	COc1ccc(CN2C(=NC(=O)C3CCCO3)SC3CS(=O)(=O)CC32)cc1 (configuration not stated)	-5%	2%	0%	0%	4%
43	COc1ccc2cc(CCNC(=O)c3ccc4c(c3)OCO4)c(=O)[nH]c2c1	-7%	3%	-6%	-18%	-37%
44	CN=C1SC(CC(=O)Nc2ccccc2F)C(=O)N1C (configuration not stated)	-1%	-7%	-3%	-13%	1%
45	COC(=O)C1=C(COc2ccc(C=O)cc2OC)NC(=O)NC1c1cc(C)ccc1C (configuration not stated)	5%	0%	12%	?	12%
46	COc1ccccc1CCC(=O)Nc1nc2ccccc2[nH]1	-8%	?	?	?	3%
47	COc1ccc(C2CC(=O)c3ccccc3O2)cc1 (configuration not stated)	-5%	11%	-2%	-15%	118%[activator]
48	CC(C)(C)c1ccc(-c2n[nH]c(=S)n2Cc2ccccc2)cc1	?	-7%	?	-4%	-9%

entry	HepG2 tox	IL-1B inflam inh	S2 tox	HT1080 IDH1KD tx
41	-8%	-5	i	-11%
42	4%	12	i	16%
43	-7%	-11	i	-5%
44	0%	3	i	0%
45	2%	20	i	11%
46	4%	-1	?	?
47	-6%	-60*	i	-1%
48	13µM*	-16	?	?

Two entries from above, with each value named.
#44 CN=C1SC(CC(=O)Nc2ccccc2F)C(=O)N1C (configuration not stated)
  HT1080NT lethal: -1%	SW480 rereplic: -7%	MCF10A rerep: -3%	KB-3-1 cytotox: -13%	ATXN2 expr inh: 1%	HepG2 tox: 0%	IL-1B inflam inh: 3	S2 tox: i	HT1080 IDH1KD tx: 0%

#43 COc1ccc2cc(CCNC(=O)c3ccc4c(c3)OCO4)c(=O)[nH]c2c1
  HT1080NT lethal: -7%	SW480 rereplic: 3%	MCF10A rerep: -6%	KB-3-1 cytotox: -18%	ATXN2 expr inh: -37%	HepG2 tox: -7%	IL-1B inflam inh: -11	S2 tox: i	HT1080 IDH1KD tx: -5%
